# High-throughput results (PubChem BioAssay)
# ARFGAP1 inhibitor – inhibitors of rat ARFGAP1; Q62848; Arfgap1-stimulated ARF1 GTP hydrolysis, GDP FP detection; inhibition, % at 16.5 µM; actives 0.26% (n = 360,000); AID 651572;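 active = inhibition above a per-plate limit, mean inhibition of low control wells plus 3 SD, cut at about 25% in these data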;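 note: 0% = DMSO wells with enzyme and 100% = wells lacking Arfgap1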
#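 System: truncated rat Arfgap1 GAP domain / Medium: HEPES-based buffer, pH 7.5 / Also added: N-terminally truncated human ARF1-GTP substrate / Incubation: enzyme reaction 120 min at 25 °C after 20 min preincubation / Measured by: FP of antibody-bound GDP Alexa 633 tracer, ex 620/em 688 nm / Replicates: singlicate, each compound tested once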
# HGIII-sPLA2 inh – Blocks human group III sPLA2 activity; Q9NZ20; QFRET BODIPY PC-A2 liposome hydrolysis, fluorescence; inhibition, % at 12.2 µM; actives 0.56% (n = 370,000); AID 743126;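 active = inhibition above mean plus 3 SD of compounds lying within the high and low control bounds, cut at about 19% in these data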;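 note: 0% = median of test compound wells and 100% = no enzyme DMSO wells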
# KLK7 zymogen act – activators of human kallikrein-7 zymogen; purified proKLK7, EDANS-DABCYL substrate fluorescence; 100% is mature enzyme control, 0% vehicle; actives 0.9% (n = 370,000); activation, % at 7 µM;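 active = activation above the mean of all tested compounds plus 3 SD, computed per campaign excluding outliers beyond control limits, cut at about 13% in these data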
# UHRF1 MBD2 ctr – blocks human UHRF1 binding to methylated DNA; UHRF1 binding to methylated oligo, TR-FRET; actives 0.75% (n = 370,000); Q96T88; inhibition, % at 4.4 µM; AID 687016; in the data active = inhibition above about 21%;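 note: UHRF1 SRA domain binding a hemimethylated CpG hairpin DNA probe; 0% = median of test compound wells and 100% = reference inhibitor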
# Tn7 DDE FP – disrupts Tn7 cyclic peptide binding to fibrin D-Dimer-E complex; AID 720508; FP displacement of FITC-Tn7 peptide from fibrin DD(E); 0% = median of compound wells per plate; inhibition, % at 8.3 µM; P02675; actives 0.13% (n = 370,000);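 active = inhibition above the mean of compounds falling within the control limits plus 3 SD of them, cut at about 14% in these data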;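 note: 0% = plate median of compound wells and 100% = 10 µM Aha-Tn7 peptide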
#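 Assay system: Human clot-derived fibrin DD(E) complex | Buffer or medium: Tris/NaCl/CaCl2 buffer, pH 7.8 | Repeats: One replicate per compound | Benchmarks: Aha-Tn7 high control | Measure: % inhibition scaled between sample-field median and high-control FP | Schedule: 10 min plus 3 h, room temperature | Signal: Fluorescence polarization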
# Tn6 DDE FP – inhibitors of Tn6 peptide binding to human fibrin DD(E). P02675. Fibrin DD(E) TRITC-Tn6 fluorescence polarization displacement. inhibition, % at 8.3 µM. actives 0.21% (n = 370,000);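 active = inhibition above a per-campaign cutoff: mean of compounds within control limits plus 3 SD, cut at about 15% in these data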;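 note: 0% = median of all compound wells on the plate and 100% = blocking peptide control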
# PLC-beta3 inh – PLC-beta3 (human) inhibition, primary screen; Q01970; Purified PLC-beta3, fluorogenic substrate, fluorescence; inhibition, % at 12.2 µM; actives 0.18% (n = 370,000); AID 720704; in the data active = inhibition above about 11%;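 note: 0% = median of compound wells on plate and 100% = full blocker control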
# Target sequence (Q01970 whole entry, looked up): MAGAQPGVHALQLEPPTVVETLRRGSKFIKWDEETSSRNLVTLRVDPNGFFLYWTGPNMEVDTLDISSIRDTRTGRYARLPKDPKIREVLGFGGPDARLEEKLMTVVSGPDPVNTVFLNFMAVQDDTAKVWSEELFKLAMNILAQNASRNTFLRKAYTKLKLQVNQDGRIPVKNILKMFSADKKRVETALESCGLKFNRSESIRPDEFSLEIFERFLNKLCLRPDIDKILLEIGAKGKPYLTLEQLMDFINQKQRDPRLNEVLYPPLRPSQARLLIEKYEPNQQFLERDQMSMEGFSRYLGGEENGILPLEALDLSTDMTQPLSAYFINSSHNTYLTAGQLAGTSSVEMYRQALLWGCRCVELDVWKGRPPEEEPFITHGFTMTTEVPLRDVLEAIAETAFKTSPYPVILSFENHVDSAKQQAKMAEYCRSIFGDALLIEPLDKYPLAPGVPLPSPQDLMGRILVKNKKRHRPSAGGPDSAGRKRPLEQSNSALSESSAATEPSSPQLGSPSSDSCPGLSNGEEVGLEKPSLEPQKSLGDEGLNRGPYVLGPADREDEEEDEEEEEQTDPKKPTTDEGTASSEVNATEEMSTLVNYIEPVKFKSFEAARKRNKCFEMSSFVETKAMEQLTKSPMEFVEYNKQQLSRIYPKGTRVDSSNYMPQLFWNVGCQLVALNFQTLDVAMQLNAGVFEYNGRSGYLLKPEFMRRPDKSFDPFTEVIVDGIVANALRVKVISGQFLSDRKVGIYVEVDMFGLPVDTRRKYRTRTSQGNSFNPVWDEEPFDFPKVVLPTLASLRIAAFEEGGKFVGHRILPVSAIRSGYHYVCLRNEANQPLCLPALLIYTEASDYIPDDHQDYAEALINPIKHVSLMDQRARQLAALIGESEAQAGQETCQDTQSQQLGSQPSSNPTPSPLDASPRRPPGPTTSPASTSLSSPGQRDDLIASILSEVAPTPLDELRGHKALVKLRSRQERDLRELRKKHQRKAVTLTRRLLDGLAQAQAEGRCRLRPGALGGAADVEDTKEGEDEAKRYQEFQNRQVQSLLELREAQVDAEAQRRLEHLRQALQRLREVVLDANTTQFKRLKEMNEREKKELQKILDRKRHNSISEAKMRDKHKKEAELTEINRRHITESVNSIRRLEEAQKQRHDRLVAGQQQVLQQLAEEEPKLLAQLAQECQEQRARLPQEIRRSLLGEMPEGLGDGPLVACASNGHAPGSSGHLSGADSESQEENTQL
# ASAP1 inh – inhibitors of human ASAP1 ArfGAP activity. ASAP1-stimulated ARF1 GTP hydrolysis, GDP FP detection. inhibition, % at 16.5 µM. actives 0.19% (n = 360,000). AID 624377; in the data active = inhibition above about 25%;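 note: 0% = vehicle with enzyme and substrate and 100% = no enzyme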
# NR1D1 modulator – modulates human Rev-erb alpha binding to DNA; P20393; Rev-erbα–FITC-DNA binding, fluorescence polarization, 90 min; activity, % at 10 µM; actives 0.79% (n = 370,000);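 active = activity above about 14%, limit read from the data; passing the limit was not always enough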;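 note: 0% = DMSO wells with 35 nM protein and 100% = DMSO wells with 750 nM protein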
# PLCg1 inh – PLC-gamma1 (human) inhibition, primary screen | purified PLC-gamma1, fluorogenic substrate, fluorescence | inhibition, % at 12.2 µM | actives 0.84% (n = 370,000) | AID 720700; in the data active = inhibition above about 9.5%
# An asterisk follows results filed as active; . = not tested or not shown.
molecule,ARFGAP1 inhibitor,HGIII-sPLA2 inh,KLK7 zymogen act,UHRF1 MBD2 ctr,Tn7 DDE FP,Tn6 DDE FP,PLC-beta3 inh,ASAP1 inh,NR1D1 modulator,PLCg1 inh
COc1ccc(Cl)c(Cn2c(NCCCN(C)C)nc3c2c(=O)n(C)c(=O)n3C)c1,-2,-2,-0.3,5,-5,5,2,7,-8,-1
CC(C)(C)NC(=O)C1CCN(c2ccc(S(=O)(=O)N3CCOCC3)cc2Cl)CC1,-10,0,0.5,4,-4,-10,-2,-12,0,1
O=C(CS(=O)(=O)c1ccccc1)Nc1ccc(Br)cn1,3,-13,0.3,-2,-2,-9,4,10,-4,2
O=C(OCC(=O)N1CCN(C(=O)c2ccco2)CC1)c1ccccc1Cc1ccccc1,-1,-7,0.1,-1,-3,-1,0,-11,1,3
COc1cccc(-c2csc3nc[nH]c(=O)c23)c1,8,-2,-0.4,0,2,4,4,-2,-8,0
O=C(Nc1cccc(S(=O)(=O)N2CCCCC2)c1)C1CC(=O)N(c2ccc3c(c2)OCCO3)C1 (stereo not given),3,-18,0.6,-2,-10,-7,-10,-4,4,0
CCCN1CCC(=NNC(=O)CSc2cc(C)c(Br)cc2C)CC1,-8,2,-0.2,-5,3,-1,1,-6,2,-2
Cc1ccc(-n2c(SCC(=O)NCc3ccco3)nc3sc4c(c3c2=O)CC(C)(C)SC4)cc1,2,-1,-0.4,0,-2,-6,-60,-2,71*,-5
CN1CCN(C(=O)CSc2cc(=O)n(C)c3ccccc23)CC1,12,-2,0.2,-3,-6,-6,0,15,-3,2
N#C/C(=C\c1ccc(F)c(Br)c1)C(=O)NC1CC1,-4,-2,-0.2,-2,-2,-2,-2,-3,0,-2
Cc1cnc(C(=O)OCC(=O)Nc2cc(S(=O)(=O)N3CCOCC3)ccc2Cl)cn1,-8,8,-0.1,2,3,1,-1,0,-2,1
COc1ccc(/C=C/C(=O)Oc2ccc(/C=N/NC(=O)c3ccncc3)cc2)cc1,-5,-2,0.1,-3,7,-6,-2,3,-1,1
CC1CCCC(NC(=O)COC(=O)Cc2ccc(Cl)cc2)C1C (stereo not given),-5,5,0.5,-1,1,10,-1,-9,-7,0
CC1CN(CC(=O)Nc2ccc(Br)cn2)CC(C)O1 (stereo not given),2,-1,0.4,0,-6,-3,-8,23,0,-3
O=C(c1cccc(S(=O)(=O)N2CCCCC2)c1)N(CCc1ccccc1)Cc1ccccc1,-4,-15,0.0,2,-7,-3,-2,-1,2,2
CS(=O)(=O)c1ccc(C(=O)NCc2ccc(F)cc2)cc1,-4,-6,0.2,-1,-2,-7,2,-1,0,1
C[C@H]1[C@@H](NC(=O)C2CCOC2)CC[C@@]23CCCN2C(=O)CCC[C@@H]13 (stereo not given in full),.,1,.,0,-4,7,3,.,2,3
Cc1ccc(NS(=O)(=O)c2ccc(C(=O)N3CCCCCC3)cc2)cc1,-9,4,0.1,-1,10,1,-8,-5,-8,3
CCOC(=O)N1CCN(CCC(=O)Nc2ccc(OC)cc2)CC1,3,-2,-0.3,-1,-5,-4,-1,-5,1,-1
N/C(CSc1ccc(Cl)cc1)=N\S(=O)(=O)c1ccc(Cl)cc1,-5,-32,0.0,-3,3,5,-10,-9,7,-2
COc1ccc(Cl)cc1NC(=O)C(=O)N/N=C/c1cc(C)n(-c2ccc(C)cc2)c1C,-2,0,-6.7,-6,2,0,-32,4,2,-27
O=C(CN1C(=O)c2cccnc2Oc2ccc(Cl)cc21)NCCCc1ccccc1,9,-3,0.0,1,-4,-1,-8,-8,-3,2
COCC(=O)Nc1nc2ccc(S(C)(=O)=O)cc2s1,3,2,-0.4,-1,1,4,-3,1,0,0
O=S(=O)(/C=C/c1ccccc1)NCc1ccccc1Cl,-1,-19,0.8,-3,0,9,-3,-5,-5,-1
COc1ccccc1C(=O)Nc1ccnn1C1CCN(C(C)CSC)CC1 (stereo not given),19,2,-0.1,-1,8,8,-7,-3,-4,-1
COc1cc(OC)cc(-c2c(-c3ccc(F)cc3)c3cc(-c4cnc(OC)nc4)ccc3n2C)c1,-4,5,-0.3,0,-10,-1,-2,-7,9,3
CCOC(=O)c1ccc(N2C(=O)C3C(/C=C/c4ccccc4)OC4(C(=O)c5ccccc5C4=O)C3C2=O)cc1 (stereo not given),-4,-13,-0.5,1,3,4,-4,-15,-2,-5
Cc1cc(C)nc(-n2ncc3c2CC(c2ccccc2)CC3=O)n1 (stereo not given),5,4,-0.2,0,-7,4,-4,0,1,-2
COc1ccc(CNC(=O)Nc2cc(C)ccc2C)cc1,-4,-2,-0.7,5,-4,-2,0,-6,1,2
Cc1cc2oc(=O)cc(Cn3ccnc3)c2cc1Cl,8,11,-1.2,-9,0,-1,-7,4,-4,-5
CC1CCCC(C)N1C(=O)COC(=O)c1ccc2ccccc2n1 (stereo not given),0,-1,0.3,-1,3,-1,-5,-22,0,-1
O=C(Nc1ccc(C(=O)O)cc1)/C(=C\c1ccco1)NC(=O)c1ccccc1Cl,2,-4,4.5,7,-3,3,-97,4,-5,-60
Cc1cc2cc(C)c(NCCNC(=O)c3cccc(F)c3)nc2cc1C,11,-26,-0.1,3,7,5,-11,-5,2,-7
CC(=O)C1=C(c2ccccc2)NC(=O)NC1c1cccs1 (stereo not given),4,-2,0.2,0,13,6,-6,-8,4,-2
COc1cc(/C=N/OCC(=O)Nc2cc(C)cc(C)c2)ccc1OCc1ccc(Cl)cc1,4,0,-3.0,2,-7,-1,-1,0,-1,0
Cc1ccc(SCCC(=O)N2CCN(S(=O)(=O)c3ccccc3)CC2)cc1,-7,2,0.4,1,1,9,-10,1,-5,4
O=C1NC(C2CC3C=CC2C3)Nc2ccccc21 (stereo not given),6,-2,24*,1,-5,10,-484,1,3,-400
Cc1ccc(S(=O)(=O)N2CCN(C(=O)COC(=O)c3oc4ccccc4c3C)CC2)cc1,3,-3,0.4,0,3,4,-4,-2,2,-1
O=C(COC(=O)CCc1ccccc1)Nc1cc(S(=O)(=O)N2CCOCC2)ccc1N1CCCC1,-5,-10,0.1,-2,3,-11,0,4,2,-4
CCOC(=O)CCc1nc2ccccc2[nH]1,-6,10,0.2,3,-1,2,1,6,-1,1

# Part of the list above, with each value named:
> CC(=O)C1=C(c2ccccc2)NC(=O)NC1c1cccs1 (stereo not given)
  ARFGAP1 inhibitor: 4 | HGIII-sPLA2 inh: -2 | KLK7 zymogen act: 0.2 | UHRF1 MBD2 ctr: 0 | Tn7 DDE FP: 13 | Tn6 DDE FP: 6 | PLC-beta3 inh: -6 | ASAP1 inh: -8 | NR1D1 modulator: 4 | PLCg1 inh: -2
> COc1cc(/C=N/OCC(=O)Nc2cc(C)cc(C)c2)ccc1OCc1ccc(Cl)cc1
  ARFGAP1 inhibitor: 4 | HGIII-sPLA2 inh: 0 | KLK7 zymogen act: -3.0 | UHRF1 MBD2 ctr: 2 | Tn7 DDE FP: -7 | Tn6 DDE FP: -1 | PLC-beta3 inh: -1 | ASAP1 inh: 0 | NR1D1 modulator: -1 | PLCg1 inh: 0

# Going on with the list.
molecule,ARFGAP1 inhibitor,HGIII-sPLA2 inh,KLK7 zymogen act,UHRF1 MBD2 ctr,Tn7 DDE FP,Tn6 DDE FP,PLC-beta3 inh,ASAP1 inh,NR1D1 modulator,PLCg1 inh
CC[C@@]12C(=O)N(c3cccc(Cl)c3)C(=O)N1[C@H](c1cccc(C)c1)[C@@H]1C(=O)N(Cc3ccccc3)C(=O)[C@@H]12,-1,-27,-0.4,-2,0,-7,0,-5,-2,0
CC(C)C[C@H](NC(=O)c1[nH]cnc1C(=O)Nc1ccccc1)C(=O)OC(C)(C)C,11,-26,0.2,-5,-7,-8,5,-4,4,7
CCC(C)n1c(=N)c(C#N)cc2c(=O)n3cc(C)ccc3nc21 (stereo not given),-10,1,3.3,-3,2,0,-69,-7,2,-44
CC(=O)c1ccc(N2CCN(CC(O)COC(c3ccccc3)c3ccccc3)CC2)cc1 (stereo not given),7,-16,-0.5,1,-2,6,-14,-8,2,-2
COc1ccc(CN(CC(=O)NCc2ccc(F)cc2)C(=O)CCC(=O)Nc2cc(C)ccn2)cc1,-1,5,0.0,3,8,1,-10,-5,-1,4
CC1(C)Cc2cccc(C(=O)NCc3ccco3)c2O1,4,-1,-0.3,2,1,-6,-9,12,1,2
COc1ccccc1NC(=O)c1ccc(NC(=O)CN2CCN(C(=O)c3ccco3)CC2)cc1,-7,-1,0.7,-2,5,3,-2,-1,-2,-1

# Random excerpt: 4 compounds from above, in no set order.
molecule,ARFGAP1 inhibitor,HGIII-sPLA2 inh,KLK7 zymogen act,UHRF1 MBD2 ctr,Tn7 DDE FP,Tn6 DDE FP,PLC-beta3 inh,ASAP1 inh,NR1D1 modulator,PLCg1 inh
COc1ccc(Cl)c(Cn2c(NCCCN(C)C)nc3c2c(=O)n(C)c(=O)n3C)c1,-2,-2,-0.3,5,-5,5,2,7,-8,-1
O=C(CS(=O)(=O)c1ccccc1)Nc1ccc(Br)cn1,3,-13,0.3,-2,-2,-9,4,10,-4,2
Cc1ccc(-n2c(SCC(=O)NCc3ccco3)nc3sc4c(c3c2=O)CC(C)(C)SC4)cc1,2,-1,-0.4,0,-2,-6,-60,-2,71*,-5
CC(=O)c1ccc(N2CCN(CC(O)COC(c3ccccc3)c3ccccc3)CC2)cc1 (stereo not given),7,-16,-0.5,1,-2,6,-14,-8,2,-2

# Three compounds out of the list, arranged by SMILES length, descending:
molecule,ARFGAP1 inhibitor,HGIII-sPLA2 inh,KLK7 zymogen act,UHRF1 MBD2 ctr,Tn7 DDE FP,Tn6 DDE FP,PLC-beta3 inh,ASAP1 inh,NR1D1 modulator,PLCg1 inh
CC(C)C[C@H](NC(=O)c1[nH]cnc1C(=O)Nc1ccccc1)C(=O)OC(C)(C)C,11,-26,0.2,-5,-7,-8,5,-4,4,7
COc1ccccc1NC(=O)c1ccc(NC(=O)CN2CCN(C(=O)c3ccco3)CC2)cc1,-7,-1,0.7,-2,5,3,-2,-1,-2,-1
CC1(C)Cc2cccc(C(=O)NCc3ccco3)c2O1,4,-1,-0.3,2,1,-6,-9,12,1,2
